T cell modulator: modulators of CD8 T cell-vesicle binding, primary screen, mouse 2C CD8+ T cells, flow cytometry. calls only at 7 µM. hit rate 0.068% among 330,000. 2C CD8+ T cell-vesicle binding; hits give low values. AID 2052, 2009;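 active = response, share of CD8 T cells binding vesicles, and their 90th percentile fluorescence all below set limits, cut at about 80% in these data, passing the limit was not always enough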
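Read-out – percent CD8+ FL2 mean versus row control · System – murine 2C transgenic CD8+ T lymphocytes · Times – 1.5 h cell–vesicle binding at 37 °C, then 20 min icy labelling · Control set – naked vesicles low, QL9 vesicles with vehicle high · Detection – cytometric PE anti-B7-1 and Alexa647 anti-CD8 signals after 1% paraformaldehyde fixation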
NTR1 agonist: agonists of NTR1, primary screen, imaging, U2OS cells, beta-arrestin-GFP, high content (AID 493036) | Neurotensin receptor type 1 (Homo sapiens), P30989 | NTR1-U2OS beta-arrestin-GFP spot imaging, agonist mode | activation, % at 20 µM | hit rate 0.17% among 330,000;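 active = activation at or above 40% of the spot to cytoplasm intensity ratio, with at least 20 cells analyzed; inconclusive = wells under 20 cells, flagged as cytotoxic or low count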;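 note: 0% = DMSO without peptide and 100% = 100 nM NTR1 peptide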
Target sequence (P30989 whole entry, looked up): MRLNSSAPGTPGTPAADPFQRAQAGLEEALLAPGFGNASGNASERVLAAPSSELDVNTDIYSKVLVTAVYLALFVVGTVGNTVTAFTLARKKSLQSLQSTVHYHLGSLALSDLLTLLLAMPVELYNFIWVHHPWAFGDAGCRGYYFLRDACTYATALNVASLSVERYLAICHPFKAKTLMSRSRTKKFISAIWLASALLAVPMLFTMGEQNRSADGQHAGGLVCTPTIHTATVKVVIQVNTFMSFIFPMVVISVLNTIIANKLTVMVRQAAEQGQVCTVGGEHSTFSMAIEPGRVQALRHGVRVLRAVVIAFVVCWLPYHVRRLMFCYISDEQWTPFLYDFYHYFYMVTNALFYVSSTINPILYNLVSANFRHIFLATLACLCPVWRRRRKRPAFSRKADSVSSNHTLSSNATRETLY
Myeloid diff 2: induction of myeloid progenitor differentiation, primary screen, cell-based, flow cytometry, MLPCN library. ER-HoxA9 myeloid progenitors, lysozyme-GFP differentiation. calls only at 10 µM. hit rate 1% among 360,000. AID 624256, 2012;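 active = normalized GFP-positive differentiation at or above the plate's own cutoff, the solvent-only control mean plus 3 SD; inconclusive = no clear call, values can overlap the other calls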;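 note: cells exposed to compound for four days before flow analysis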
KOR beta-arrestin-1: KOR antagonists, beta-arrestin recruitment, cell-based, luminescence, uHTS (AID 1778). hit rate 0.091% among 290,000. one-dose inhibition, % at 10 µM; IC50 in µM for titrated hits. KOR beta-arrestin recruitment, luminescence, antagonist mode; higher % means a stronger effect; note: strong numbers were not always called active
KOR beta-arrestin-2: KOR agonists, beta-arrestin recruitment, primary screen, cell-based, luminescence, uHTS (AID 1777) | Kappa-type opioid receptor (Homo sapiens) | KOR beta-arrestin recruitment, luminescence; higher % means a stronger effect | activation, % at 10 µM; hits with a dose series show EC50 in µM | hit rate 0.02% among 280,000; in the data active = activation above about 50%, passing the limit was not always enough; note: a part of the inactive calls stands beside numbers as strong as those of hits
NOD1 NF-kB reporter: NOD1 signaling inhibitors, primary screen, cell-based, luminescence, uHTS (AID 1578). NOD1-driven NF-kB luciferase reporter cells, luminescence; higher % means a stronger effect. inhibition, % at 4 µM; hits with a dose series show EC50 in µM. hit rate 1% among 290,000; in the data active = inhibition mostly above about 36%, no sharp cut-off; inactive = mostly below about 34%;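 note: HEK-293T reporter cells stimulated with the NOD1 agonist gamma-tri-DAP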
GPR55 antagonists: GPR55 antagonists blocking LPI-driven arrestin recruitment, primary screen, imaging, U2OS, beta-arrestin-GFP, LPI agonist (AID 2013) | hit rate 0.13% among 290,000 | inhibition, % at 10 µM; hits with a dose series show IC50 in µM | G-protein coupled receptor 55 (Homo sapiens) | U2OS GPR55 beta-arrestin-GFP translocation imaging, LPI antagonism; higher % means a stronger effect;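 active = spots per cell inhibited over 60%, with over 100 cells counted and total cytoplasm intensity under 500,000; inconclusive = wells with under 100 cells, flagged as likely toxic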;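 note: U2OS cells stably carrying GPR55 and arrestin-GFP stimulated by 5 µM LPI near EC80; imaged beta-arrestin-GFP aggregate spots per cell after agonist stimulation; plate controls were LPI-stimulated DMSO wells for no effect and DMSO wells without LPI for full effect; some results filed as inactive read as strong as hits; confirmed hits need IC50 under 10 µM and bright autofluorescent wells are also inconclusive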
GPR55 activation: GPR55 agonists via beta-arrestin recruitment, primary screen, imaging, U2OS cells, beta-arrestin-GFP redistribution (AID 1961). activation, % at 10 µM; hits with a dose series show EC50 in µM. hit rate 0.048% among 290,000. G-protein coupled receptor 55 (Homo sapiens). U2OS GPR55 beta-arrestin-GFP redistribution imaging; higher % means a stronger effect;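 active = activation above 40% with more than 50 cells counted in the well; inconclusive = wells holding fewer than 50 cells, flagged as toxic or sparse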;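 note: U2OS osteosarcoma cells stably expressing GPR55 and beta-arrestin-GFP; plate controls were DMSO negative control for no effect and LPI positive control for full effect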
HEK293 NOD2/NF-kB: NOD2 signaling inhibitors, cell-based, luminescence, uHTS, HEK293 (AID 1566); hit rate 0.63% among 290,000; one-dose inhibition, % at 4 µM; EC50 in µM for titrated hits; HEK293 NOD2/NF-kB luciferase reporter, luminescence; higher % means a stronger effect; note: many of its hits are not listed in these tables
T cell modulator vesicle-bound %: also measured in T cell modulator; calls as there; double positive events, %; measured here: CD8+ vesicle-bound cell fraction;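 binding gate set so that unloaded-vesicle control wells show 10% double positive cells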
NTR1 agonist cell count 20 µM: further read-out of NTR1 agonist, marked with its call; cell count; measured here: cell count, cytotoxicity flag
Myeloid diff 2 GFP+ MAC1+ %: recorded beside Myeloid diff 2, whose call it bears; GFP+ MAC1+ double positive, %; measured here: differentiation confirmed by MAC1 staining
Numbers without * were called inactive; [ ] = dose if it differs, or a comment. Cut-off read from the data, not from the text of the source, unless noted: active = inhibition above about 50%; inactive = the rest.

`COc1ccc(N(CC(=O)N/N=C/c2ccco2)S(=O)(=O)c2ccccc2)cc1Cl` gave T cell modulator inactive, NTR1 agonist 1.9, Myeloid diff 2 inactive, KOR beta-arrestin-1 5.4%, KOR beta-arrestin-2 -4.2%, NOD1 NF-kB reporter 2.7%, GPR55 antagonists 5.8%, GPR55 activation -0.1%, HEK293 NOD2/NF-kB 19.2%, T cell modulator vesicle-bound % 31.7, NTR1 agonist cell count 20 µM 43 and Myeloid diff 2 GFP+ MAC1+ % 0.4.
CCCCC(=O)Nc1nnnn1CCC was read as T cell modulator inactive, NTR1 agonist 4.8, Myeloid diff 2 inactive, KOR beta-arrestin-1 -16.5%, KOR beta-arrestin-2 0.1%, NOD1 NF-kB reporter -21.4%, GPR55 antagonists 13.1%, GPR55 activation 0.3%, HEK293 NOD2/NF-kB 13.3%, T cell modulator vesicle-bound % 6.3, NTR1 agonist cell count 20 µM 61 and Myeloid diff 2 GFP+ MAC1+ % 0.4.
For Cc1cccc2cc(CN(Cc3ccco3)C(=O)c3cccs3)c(=O)[nH]c12 the results were T cell modulator inactive, NTR1 agonist 0.5, Myeloid diff 2 inactive, KOR beta-arrestin-1 -31.1%, KOR beta-arrestin-2 1.6%, NOD1 NF-kB reporter 10.1%, GPR55 antagonists 1.5%, GPR55 activation -0.1%, HEK293 NOD2/NF-kB 18.1%, T cell modulator vesicle-bound % 5.3, NTR1 agonist cell count 20 µM 39 and Myeloid diff 2 GFP+ MAC1+ % 0.9.
For O=C1CSC(c2cccc([N+](=O)[O-])c2)N1c1ccccc1F (stereo unspecified) the results were T cell modulator inactive, NTR1 agonist -1.2, Myeloid diff 2 inactive, KOR beta-arrestin-1 13.6%, KOR beta-arrestin-2 4.2%, NOD1 NF-kB reporter -1.5%, GPR55 antagonists 11.6%, GPR55 activation -0.2%, HEK293 NOD2/NF-kB 10.2%, T cell modulator vesicle-bound % 64.4, NTR1 agonist cell count 20 µM 71 and Myeloid diff 2 GFP+ MAC1+ % 0.8.
`Nc1cc(=O)[nH]c(SCC(=O)N2CCCc3ccccc32)n1` gave T cell modulator inactive, NTR1 agonist -2.7, Myeloid diff 2 inactive, KOR beta-arrestin-1 10.6%, KOR beta-arrestin-2 3.0%, NOD1 NF-kB reporter -13.3%, GPR55 antagonists -2.1%, GPR55 activation 0.2%, HEK293 NOD2/NF-kB 19.6%, T cell modulator vesicle-bound % 41.8, NTR1 agonist cell count 20 µM 105 and Myeloid diff 2 GFP+ MAC1+ % 0.7.
`COc1ccc(NC(=O)CCC(=O)Nc2ccc3nc(N4CCOCC4)cc(C)c3c2)c(OC)c1` gave T cell modulator inactive, NTR1 agonist -0.5, Myeloid diff 2 inactive, KOR beta-arrestin-1 -2.5%, KOR beta-arrestin-2 -1.5%, NOD1 NF-kB reporter -29.9%, GPR55 antagonists 6.3%, GPR55 activation -0.1%, HEK293 NOD2/NF-kB -12.6%, T cell modulator vesicle-bound % 31.3, NTR1 agonist cell count 20 µM 63 and Myeloid diff 2 GFP+ MAC1+ % 0.8.
`CN(C)/C=C1\C(=O)NN=C1c1ccccc1` gave T cell modulator inactive, NTR1 agonist -0.8, Myeloid diff 2 inactive, KOR beta-arrestin-1 2.2%, KOR beta-arrestin-2 -2.7%, NOD1 NF-kB reporter -39.5%, GPR55 antagonists 14.0%, GPR55 activation 0.7%, HEK293 NOD2/NF-kB 11.0%, T cell modulator vesicle-bound % 55.8, NTR1 agonist cell count 20 µM 80 and Myeloid diff 2 GFP+ MAC1+ % 0.7.
`Cc1ccccc1N1C(=O)CSC1=C(C#N)C#N` gave T cell modulator inactive, NTR1 agonist -0.9, Myeloid diff 2 inactive, KOR beta-arrestin-1 13.7%, KOR beta-arrestin-2 -2.6%, NOD1 NF-kB reporter -24.3%, GPR55 antagonists 1.9%, GPR55 activation -0.2%, HEK293 NOD2/NF-kB 12.4%, T cell modulator vesicle-bound % 22.7, NTR1 agonist cell count 20 µM 57 and Myeloid diff 2 GFP+ MAC1+ % 0.3.
Screening COc1ccc(-c2cc(OC)c3ccccc3n2)cc1 returned T cell modulator inactive, NTR1 agonist 7.9, Myeloid diff 2 inactive, KOR beta-arrestin-1 -27.4%, KOR beta-arrestin-2 3.5%, NOD1 NF-kB reporter -27.3%, GPR55 antagonists 4.8%, GPR55 activation 0.9%, HEK293 NOD2/NF-kB -20.1%, T cell modulator vesicle-bound % 42.3, NTR1 agonist cell count 20 µM 35 and Myeloid diff 2 GFP+ MAC1+ % 0.7.
CC1CCN(CCNC(=O)C2CCCN(c3ncnc4c3nc3n4CCCCC3)C2)CC1 (stereo unspecified) was read as T cell modulator inactive, NTR1 agonist -1.4, Myeloid diff 2 inactive, KOR beta-arrestin-1 -22.6%, KOR beta-arrestin-2 2.6%, NOD1 NF-kB reporter 28.0%, GPR55 antagonists -14.4%, GPR55 activation 0.7%, HEK293 NOD2/NF-kB -1.4%, T cell modulator vesicle-bound % 50.1, NTR1 agonist cell count 20 µM 57 and Myeloid diff 2 GFP+ MAC1+ % 1.1.
For CC(=O)NC(c1ccc(C(C)C)cc1)c1ccc2cccnc2c1O (stereo unspecified) the results were T cell modulator inactive, NTR1 agonist 2.5, Myeloid diff 2 inconclusive, KOR beta-arrestin-1 -4.7%[20 µM], KOR beta-arrestin-2 3.9%, NOD1 NF-kB reporter -23.8%, GPR55 antagonists -0.1%, GPR55 activation -0.1%, HEK293 NOD2/NF-kB 4.5%, T cell modulator vesicle-bound % 62.6 and NTR1 agonist cell count 20 µM 70.
For Cc1ccc(-c2nc3ncccc3o2)cc1NC(=O)c1sc2ccccc2c1Cl the results were T cell modulator inactive, NTR1 agonist 19.8, Myeloid diff 2 inactive, KOR beta-arrestin-1 -94.9%, KOR beta-arrestin-2 -1.4%, NOD1 NF-kB reporter -165.9%, GPR55 antagonists 5.9%, GPR55 activation 0.3%, HEK293 NOD2/NF-kB -6.5%, T cell modulator vesicle-bound % 8.5, NTR1 agonist cell count 20 µM 47 and Myeloid diff 2 GFP+ MAC1+ % 15.8.
For CN(C)C(=O)c1ccc(-n2cccn2)nc1 the results were T cell modulator inactive, NTR1 agonist 1.8, Myeloid diff 2 inactive, KOR beta-arrestin-1 -10.7%, KOR beta-arrestin-2 8.2%, NOD1 NF-kB reporter -12.1%, GPR55 antagonists -15.1%, GPR55 activation 0.2%, HEK293 NOD2/NF-kB -1.4%, T cell modulator vesicle-bound % 38.6, NTR1 agonist cell count 20 µM 48 and Myeloid diff 2 GFP+ MAC1+ % 0.1.
O=C(NCc1ccccc1)C1=C[C@@H](c2coc3ccccc3c2=O)C[C@@H](OCCCCO)O1 was read as T cell modulator inactive, NTR1 agonist 0.7, Myeloid diff 2 inactive, KOR beta-arrestin-1 13.6%, KOR beta-arrestin-2 3.0%, NOD1 NF-kB reporter -2.3%, GPR55 antagonists 15.3%, GPR55 activation 0.1%, HEK293 NOD2/NF-kB -12.5%, T cell modulator vesicle-bound % 31.5, NTR1 agonist cell count 20 µM 101 and Myeloid diff 2 GFP+ MAC1+ % 1.8.
For CN1CC(=O)N(CC(=O)N2N=C(c3ccc(Cl)cc3)CC2c2ccco2)C1=O (stereo unspecified) the results were T cell modulator inactive, NTR1 agonist 2.8, Myeloid diff 2 inactive, KOR beta-arrestin-1 0.0%, KOR beta-arrestin-2 -3.9%, NOD1 NF-kB reporter 0.9%, GPR55 antagonists 16.1%, GPR55 activation -0.3%, HEK293 NOD2/NF-kB -13.9%, T cell modulator vesicle-bound % 62.6, NTR1 agonist cell count 20 µM 71 and Myeloid diff 2 GFP+ MAC1+ % 2.1.
For COc1cccc(/C=c2/s/c(=C(\C#N)C(=O)N3CCOCC3)n(-c3ccccc3)c2=O)c1 the results were T cell modulator inactive, NTR1 agonist 4.7, Myeloid diff 2 inactive, KOR beta-arrestin-1 -15.0%, KOR beta-arrestin-2 5.3%, NOD1 NF-kB reporter 13.2%, GPR55 antagonists 5.2%, GPR55 activation -0.1%, HEK293 NOD2/NF-kB 12.2%, T cell modulator vesicle-bound % 27.2, NTR1 agonist cell count 20 µM 86 and Myeloid diff 2 GFP+ MAC1+ % 1.3.
For Cc1cccc(NC(=O)CNC(=O)CNC(=O)Cc2ccccc2)c1 the results were T cell modulator inactive, NTR1 agonist -0.5, Myeloid diff 2 inactive, KOR beta-arrestin-1 -11.6%, KOR beta-arrestin-2 3.8%, NOD1 NF-kB reporter -24.9%, GPR55 antagonists 16.4%, GPR55 activation 0.6%, HEK293 NOD2/NF-kB 17.8%, T cell modulator vesicle-bound % 15.2, NTR1 agonist cell count 20 µM 61 and Myeloid diff 2 GFP+ MAC1+ % 1.5.
COc1ccc(N2C(=O)CC(N3CCN(c4cccc(Cl)c4)CC3)C2=O)cc1 (stereo unspecified) was read as T cell modulator inactive, NTR1 agonist 0.5, Myeloid diff 2 inactive, KOR beta-arrestin-1 0.6%, KOR beta-arrestin-2 -2.9%, NOD1 NF-kB reporter -15.8%, GPR55 antagonists 15.9%, GPR55 activation 0.5%, HEK293 NOD2/NF-kB -0.2%, T cell modulator vesicle-bound % 26.5, NTR1 agonist cell count 20 µM 56 and Myeloid diff 2 GFP+ MAC1+ % 0.4.
For OCCCNC(=S)NC1CCCC1 the results were T cell modulator inactive, NTR1 agonist 0.5, Myeloid diff 2 inactive, KOR beta-arrestin-1 -19.2%[20 µM], KOR beta-arrestin-2 1.7%, NOD1 NF-kB reporter -3.9%, GPR55 antagonists -13.6%, GPR55 activation 0.3%, HEK293 NOD2/NF-kB 10.6%, T cell modulator vesicle-bound % 58.9, NTR1 agonist cell count 20 µM 90 and Myeloid diff 2 GFP+ MAC1+ % 0.0.
`CC(C)CNS(=O)(=O)c1ccc(S(=O)(=O)N2CCCN(Cc3ccccc3)C2)cc1` gave T cell modulator inactive, NTR1 agonist 2.5, Myeloid diff 2 inactive, KOR beta-arrestin-1 -13.2%, KOR beta-arrestin-2 -3.4%, NOD1 NF-kB reporter -19.9%, GPR55 antagonists -10.0%, GPR55 activation 0.4%, HEK293 NOD2/NF-kB 0.1%, T cell modulator vesicle-bound % 23.0, NTR1 agonist cell count 20 µM 55 and Myeloid diff 2 GFP+ MAC1+ % 0.0.

An excerpt. The share of hits here may be higher or lower than overall.
